# Giardia FBPA inh: Giardia lamblia aldolase inhibition; purified Giardia FBPA; Potency, µM (top dose mostly 59.6 µM), without a hit: top-dose activity, negative = inhibition, actives largely listed as inhibitors; actives 0.71% (n = 290,000); AID 2451; also: potency is read from the fitted curve at half-maximal effect; % is scaled to controls: 0 for no effect and ±100 for the full control effect; nearly all actives have a fitted effect of over 55% in size
# Target sequence (A8B2U2 whole entry, looked up): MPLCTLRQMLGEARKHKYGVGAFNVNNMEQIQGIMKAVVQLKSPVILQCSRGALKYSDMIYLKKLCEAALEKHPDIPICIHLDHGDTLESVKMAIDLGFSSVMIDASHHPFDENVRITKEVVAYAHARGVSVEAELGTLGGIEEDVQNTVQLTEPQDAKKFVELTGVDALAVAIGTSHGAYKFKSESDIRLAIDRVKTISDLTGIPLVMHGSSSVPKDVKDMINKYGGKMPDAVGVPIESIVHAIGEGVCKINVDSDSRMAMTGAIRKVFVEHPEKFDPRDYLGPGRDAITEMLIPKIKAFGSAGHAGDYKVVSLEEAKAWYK
#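 40 nM FBPA preincubated 10 min at RT with compound (up to 57.5 uM final), then substrate plus GAPDH/TPI/NAD/arsenate coupling and diaphorase/resazurin added. Fluorescence read after 20 min at RT, 525/598 nm.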
# Pf growth 48h: inhibits P. falciparum growth in the first generation, 48 h | P. falciparum luciferase growth in erythrocytes, 48 h | Potency, µM (top dose mostly 28.7 µM), inactives show at the highest dose activity change, negative = inhibition, usual class: inhibitors | actives 5.9% (n = 310,000) | AID 504832; also: potency is read from the fitted curve at half-maximal effect; % is scaled to controls: 0 for no effect and ±100 for the full control effect
#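 In quantitative HTS format, infected erythrocytes bearing luciferase-reporter parasites were treated for a single generation at 37 C. Luminescence after adding detection reagent served as the growth measure.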
# CHX counter: affects cycloheximide protein synthesis inhibition readout, counter-screen; max response, %; actives 12% (n = 300,000); cell reporter, cycloheximide protein synthesis inhibition counterscreen; in the data active = max response mostly above about 13%, no sharp cut-off; inactive = mostly below about 14%; also: read at 38.3 µM for the half of the compounds with a filed dose; 0% is about no effect
# Shiga toxin inh: blocks Shiga toxin action in Vero cells; Vero cells, Shiga toxin protein synthesis inhibition reporter; inhibition, % at 38.7 µM; actives 9.2% (n = 290,000); in the data active = inhibition mostly above about 28%, no sharp cut-off; inactive = mostly below about 43%; also: 0% is about no effect
# Sm TGR inh: inhibitors of Schistosoma mansoni thioredoxin glutathione reductase; purified TGR, DTNB reduction, TNB absorbance 405 nm; actives 3% (n = 360,000); Potency, µM (highest dose often 114 µM), inactives show top-dose activity change, negative = inhibition, actives largely listed as inhibitors; Q962Y6; also: potency is read from the fitted curve at half-maximal effect; % is scaled to controls: 0 for no effect and ±100 for the full control effect; nearly all actives have a fitted effect of over 60% in size
#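 Kinetic colorimetric format: TGR-catalysed, NADPH-driven DTNB reduction monitored via TNB absorbance. Enzyme dispensed at 20 nM; compound exposure 15 min at room temperature before reaction start.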
# Pf growth 96h: P. falciparum growth inhibition at 96 hours; P. falciparum luciferase reporter growth, 96 h; Potency, µM (series often up to 28.7 µM), for the others: at the top dose activity change, negative = inhibition, hits mostly inhibitors; actives 6.9% (n = 320,000); also: potency is read from the fitted curve at half-maximal effect; % is scaled to controls: 0 for no effect and ±100 for the full control effect
#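 Luminescence readout: decreased luciferase signal marks inhibited growth of reporter-expressing P. falciparum in infected red cells (2% hematocrit, 0.05% parasitemia final), exposed to compound two generations (96 h, 37 C, 5% CO2).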
# Starred values were filed as active, the others as inactive; ? = inconclusive; . = not tested or not shown; & = joins results of further samples; [ ] = dose if it differs, or a comment. Unless noted, calls follow the shape of the dose curve; as a rule, active = well fitted curve in the direction sought with a large enough effect; inconclusive = small, poorly fitted or top-dose-only effect, or another doubt; inactive = no such curve, though single readings can be large; an effect the other way counts as inactive or inconclusive.
no.	mol	Giardia FBPA inh	Pf growth 48h	CHX counter
1	O=C(COc1ccc(S(=O)(=O)NC2CCCCC2)cc1Cl)NCC1CCCO1 (stereo unspecified)	8.3%	?	-2.8
2	C=CCSc1nc2c(c(=O)n(C)c(=O)n2C)n1CC	3.7%	0.9%	-4.4
3	O=C(Nc1cccc(S(=O)(=O)N2CCCCCC2)c1)c1ccc(=O)[nH]c1	.	?	.
4	O=C(c1ccc(F)cc1)C1CCN(C(=O)Nc2ccc(F)cc2)CC1	6.2%	-18.2%	1.6
5	O=C(NCCCN1CCOCC1)c1ccc(Sc2cccc(Cl)c2)c([N+](=O)[O-])c1	0.3%	2.8%	-2.3
6	CCN1CCN(C(=O)/C=C/c2ccc(C)cc2)CC1	-4.8%	34.0%[activator]	8.5
7	Cc1cc(C)c(C#N)c(Nc2ccc3c(c2)OCCO3)n1	-4.3%	.	-4.8
8	CSc1sccc1/C=C(/C#N)C(=O)c1ccco1	-22.8%	20.2%	11.4

no.	Shiga toxin inh	Sm TGR inh	Pf growth 96h
1	-1.5	3.8%	.
2	1.6	-4.0%	?
3	.	4.7%	-12.3%
4	-1.6	0.0%	?
5	-13.6	-10.3%	?
6	18.5	0.0%	-7.4%
7	-14.9	8.9%	?
8	18.2	-26.7%	12.2%

# (further entries)
no.	mol	Giardia FBPA inh	Pf growth 48h	CHX counter
9	CC1CCN(C(=O)Nc2ccc3nsnc3c2)CC1	.	31.3%[activator]	19.6*
10	NC(=O)C1CCN(CC(=O)NC2CCCc3ccccc32)CC1 (stereo unspecified)	2.4%	0.0%	-3.7
11	COc1ccc(CCNC(=S)NCCc2c[nH]c3ccccc23)cc1	-4.9%	11.4%	4.0
12	COc1ccc(OC)c(N2C(=O)CCCC2=O)c1	14.2%	37.5%[activator]	-5.0
13	Cc1ccc2nc(C)c3c(c2c1)SCC3	0.2%	5.2%	0.6
14	O=C(NNC(=O)C1CC(c2cccnc2)=NO1)Nc1ccccc1F (stereo unspecified)	3.5%	-15.4%	-4.0
15	COCCN(C(=O)COC(=O)CCc1c[nH]c2ccccc12)c1c(N)n(Cc2ccccc2)c(=O)[nH]c1=O	.	0.8%	.
16	O=C(O)C1Cc2ccccc2CN1C(=O)CSc1nnc2ccccn12 (stereo unspecified)	-10.7%	23.3%	5.7

no.	Shiga toxin inh	Sm TGR inh	Pf growth 96h
9	107.4*	0.0%	131.0%[activator]
10	6.5	-1.3%	48.2%[activator]
11	-13.8	6.4%	-4.7%
12	-3.0	-0.6%	34.7%[activator]
13	2.8	7.3%	16.7%
14	-9.5	4.0%	1.2%
15	.	-5.0%	18.4%
16	6.5	0.3%	18.3%

# 3 records picked at random from those above:
no.	mol	Giardia FBPA inh	Pf growth 48h	CHX counter
9	CC1CCN(C(=O)Nc2ccc3nsnc3c2)CC1	.	31.3%[activator]	19.6*
13	Cc1ccc2nc(C)c3c(c2c1)SCC3	0.2%	5.2%	0.6
10	NC(=O)C1CCN(CC(=O)NC2CCCc3ccccc32)CC1 (stereo unspecified)	2.4%	0.0%	-3.7

no.	Shiga toxin inh	Sm TGR inh	Pf growth 96h
9	107.4*	0.0%	131.0%[activator]
13	2.8	7.3%	16.7%
10	6.5	-1.3%	48.2%[activator]

# More records follow.
no.	mol	Giardia FBPA inh	Pf growth 48h	CHX counter
17	COc1ccc(CCNCC(O)COc2ccc(Cl)cc2)cc1OC (stereo unspecified)	-5.1%	?	11.7
18	CCC(=O)Nc1nn(CC(C)C)c2nc3ccc(C)cc3cc12	1.6%	?	-7.0
19	COc1ccc(C)cc1NC(=O)CSc1ccc(-c2ccccn2)nn1	.	?	11.4*
20	Cc1ccc(NC(=O)CSCC(=O)OC(C)C(=O)Nc2ccccc2C)cc1 (stereo unspecified)	.	20.7%	.
21	COc1ccc(-n2c(C)nnc2SCC(=O)N2CCOCC2)cc1	-2.5%	9.1%	6.6
22	CC(C)c1onc(C(=O)NC2CCCCC2)c1[N+](=O)[O-]	3.7%	14.1%	20.4
23	COc1ccc(C(=O)/C=C2/c3ccccc3CC(C)(C)N2C)cc1	-9.8%	27.0%	25.4
24	Cc1cc(=O)cc(C)n1-c1ccc2c(c1)nc(C)n2-c1ccccc1	2.8%	-29.9%	-3.9

no.	Shiga toxin inh	Sm TGR inh	Pf growth 96h
17	-2.2	-6.9%	?
18	-6.6	-1.0%	?
19	20.0	-8.1%&-0.2%	9.28µM*
20	.	0.9%	46.7%[activator]
21	-5.1	-4.9%	-23.5%
22	13.0	?	-27.1%
23	60.2	?	138.3%[activator]
24	13.2	-1.9%	1.9%

# (continued)
no.	mol	Giardia FBPA inh	Pf growth 48h	CHX counter
25	Cc1cc2cc(CNC(=O)Cc3cccs3)ccc2n1C	-10.3%	?	-8.3
26	CC(C)c1ccc(NC(=O)COc2ccccc2)cc1	3.1%	52.5%[activator]	48.6*
27	COC(=O)C1=C(C)N=C2SC(C)C(=O)N2C1/C=C/c1ccccc1OC (stereo unspecified)	6.6%	?	-0.4
28	COc1ccc(C2=NOC(C(=O)NCC(C)C)C2)cc1 (stereo unspecified)	0.7%	72.6%[activator]	44.7*
29	CCn1c(=N)n(Cc2ccccc2F)c2ccccc21	4.3%	-7.0%	-5.1
30	CC1CCCN(S(=O)(=O)c2ccc(NC(=O)C3CC(=O)N(c4ccccc4)C3)cc2)C1 (stereo unspecified)	4.1%	0.0%	10.1
31	COc1ccccc1NC(=O)CCN1C(=O)C2C3CCC(C3)C2C1=O (stereo unspecified)	.	-27.9%	-2.2
32	O=C(Nc1cccc(C(F)(F)F)c1)c1cccnc1N1CCOCC1	-1.4%	-5.1%	-4.9

no.	Shiga toxin inh	Sm TGR inh	Pf growth 96h
25	-2.9	1.1%	-24.6%
26	62.3*	-11.4%	-5.7%
27	24.5	5.2%	1.9%
28	60.9*	0.0%	.
29	-2.9	-3.3%	0.0%
30	12.1	-8.9%	9.28µM*
31	-1.9	-17.2%	?
32	-7.4	-12.1%	?

# (listing goes on)
no.	mol	Giardia FBPA inh	Pf growth 48h	CHX counter
33	CC(C)c1ccc(NC(=O)c2cc(Br)ccc2Br)cc1	-6.2%	-13.5%	43.1*
34	NC(=S)N/N=C/c1cccc(O)c1O	?	?	14.8
35	CC(C)(CO)NC(=O)c1ccc2c(c1)C(=O)c1ccccc1-2	0.3%	.	51.2*
36	COc1cc(OC)c(C2C(C#N)=C(N)OC3=C2C(=O)CC(C)(C)C3)cc1OC (stereo unspecified)	?	-10.1%	4.4
37	CN(C)S(=O)(=O)c1ccc(C(=O)Nc2nc3ccccc3[nH]2)cc1	-26.6%	208.6%[activator]	36.4*
38	CCOc1cc(C(N)=O)cc(Br)c1OCc1ccccc1	0.2%	-7.2%	-0.8
39	COC(=O)C1=C(O)/C(=C\c2ccc(CNS(=O)(=O)c3ccc(Cl)cc3)o2)N=C1C	?	5.4%	-0.8
40	CSc1ncc(CN2CCN(CCC(C)C)C(CCO)C2)cn1 (stereo unspecified)	4.1%	17.5%	1.1

no.	Shiga toxin inh	Sm TGR inh	Pf growth 96h
33	60.0*	.	?
34	22.5	.	-11.5%
35	86.1*	12.3%	-22.0%
36	11.4	-29.1%	.
37	79.9*	-1.6%	280.7%[activator]
38	-1.7	.	49.9%[activator]
39	-2.2	28.2µM*	-30.1%
40	-11.6	14.3%	?

# Continued.
no.	mol	Giardia FBPA inh	Pf growth 48h	CHX counter
41	Cc1ccc2c(c1)-c1cc(C)nn1C(c1sccc1C)N2 (stereo unspecified)	0.1%	20.7%	3.0
42	COc1cc2c(cc1NC(=O)COC(=O)CNC(=O)c1ccccc1)oc1ccccc12	-1.2%	43.8%[activator]	31.5*
43	COc1ccccc1Oc1coc2cc(OC(=O)N3CCOCC3)ccc2c1=O	-1.6%	-8.5%	0.9
44	COC(=O)c1nc(NC(=O)c2ccccc2Br)n[nH]1	3.0%	0.0%	-3.4
45	CCOC(=O)C1CCN(c2nc(N)c3c(N)nc(SCC(=O)O)cc3c2C#N)CC1	7.06µM*	2.62µM*	-3.1
46	CC(=O)NCCC(=O)Nc1ccc(C)c(F)c1	1.2%	4.0%	-1.5
47	Cc1cc(C(=O)O/N=C(\N)c2ccncc2)ccc1[N+](=O)[O-]	-1.7%	105.3%[activator]	40.9*
48	CCOc1ccc(OCC)c(NC(=O)C2CCN(c3nn4c(=O)cc(C)nc4s3)CC2)c1	-10.5%	?	-1.5

no.	Shiga toxin inh	Sm TGR inh	Pf growth 96h
41	12.7	-2.6%	.
42	48.8*	9.8%	110.7%[activator]
43	-2.0	-16.3%	27.2%
44	-1.0	6.7%	4.3%
45	-15.2	?	2.62µM*
46	-11.2	8.2%	6.1%
47	80.5*	0.0%	83.9%[activator]
48	-15.5	-7.2%	129.4%[activator]

# Later entries.
no.	mol	Giardia FBPA inh	Pf growth 48h	CHX counter
49	CCN1CCN(c2ncnc3c2cnn3-c2ccccc2)CC1	-1.0%	.	21.2
50	C[C@]12CC[C@@H]3c4ccc(OC(=O)c5ccccc5)cc4CC[C@H]3[C@@H]1CC[C@@H]2O	-4.5%	?	4.8
51	COc1ccc(Br)cc1/C=N/NC(=O)Cn1nnnc1N	-0.5%	14.8%	-5.2
52	CCOC(=O)CSc1n[nH]c(-c2ccco2)n1	-25.7%	.	-7.1
53	COc1ccccc1C(=O)NC(=O)COC(=O)CNC(=O)c1ccc(Cl)c([N+](=O)[O-])c1	.	6.4%	.
54	COc1ccc(N2CCN(C(=O)C3CCN(S(=O)(=O)c4cccs4)CC3)CC2)cc1	1.0%	-13.8%	4.2
55	Cc1ccc2nc(SCC(=O)N3CCCC3)nc(=O)n2c1	.	-24.5%	.
56	CCOC(=O)/C(=N/Nc1ccc(OC)cc1)Sc1nnc(CCc2ccccc2)n1-c1ccccc1	?	13.0%	30.9*

no.	Shiga toxin inh	Sm TGR inh	Pf growth 96h
49	43.2	-2.0%	138.7%[activator]
50	24.9	4.4%	8.28µM*
51	-3.6	-1.8%	35.3%[activator]
52	-15.5	-13.1%	85.3%[activator]
53	.	-7.5%	12.0%
54	-16.9	-19.8%&-25.5%	0.1%
55	.	-1.6%	13.2%
56	-23.1	-6.8%	-18.4%

# Single entries from the results shown:
# cpd 55 in Pf growth 48h has -24.5%
# cpd 56 in Shiga toxin inh has -23.1
# cpd 51 in Sm TGR inh has -1.8%
# cpd 54 in Pf growth 96h has 0.1%

# (next part)
no.	mol	Giardia FBPA inh	Pf growth 48h	CHX counter
57	CC1CCN(c2ccc(/C=C(\C#N)c3nn(-c4ccccc4)c(N)c3C#N)cc2[N+](=O)[O-])CC1	3.1%	?	-1.3
58	CC(=O)N(c1ccc(N(C(C)=O)S(=O)(=O)c2cccs2)cc1)S(=O)(=O)c1cccs1	6.0%	12.1%	-2.6
59	Cc1cc(C)c(C2=NOC3C4CCC(C4)C23)c(C)c1 (stereo unspecified)	5.3%	-14.5%	11.3
60	CCc1nnc(SCC(=O)Nc2ccc(N3CCOCC3)cc2)o1	1.1%	14.5%	1.0
61	Cc1[nH]c(=O)[nH]c(=O)c1NC(=O)CSc1ncccc1-c1nc2ccccc2[nH]1	0.3%	24.2%	20.2
62	N=c1sccn1CC(=O)Nc1cc(S(=O)(=O)N2CCCC2)ccc1Cl	1.1%	7.5%	-0.8
63	COc1ccccc1CNC(=O)C1Cc2cc(S(=O)(=O)N3CCCC3)ccc2N1C(C)=O (stereo unspecified)	-8.7%	?	2.6
64	COc1ccc(NC(=O)N(CCc2ccccc2)Cc2cc3c(C)cc(C)cc3[nH]c2=O)cc1	-9.0%	?	9.4

no.	Shiga toxin inh	Sm TGR inh	Pf growth 96h
57	-10.4	5.2%	-7.9%
58	-3.3	-7.1%	?
59	-8.1	0.0%	-23.7%
60	-15.4	-21.8%	48.6%[activator]
61	48.8	-1.3%	?
62	-5.7	-11.5%	-11.7%
63	6.8	9.2%	17.0%
64	54.3	9.1%	.

# From PubChem

# Outcome played no part in choosing rows (roughly 24% active in at least one column).
